Screens as filed in PubChem.
APEX1 inh: qHTS Assay for Inhibitors of the Human Apurinic/apyrimidinic Endonuclease 1 (APE1) | Potency, µM (highest dose often 65.8 µM), without a hit: at the highest dose activity change, negative = inhibition, most hits filed as inhibitors | recombinant APE1, TAMRA/BHQ-2 abasic DNA cleavage fluorescence | AID 2517, 2012 | 0.35% of 350,000 active;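 further: plate controls were vehicle for no effect and reference inhibitor for full effect; nearly all actives have a fitted effect of over 55% in size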
Target sequence (P27695 whole entry, looked up): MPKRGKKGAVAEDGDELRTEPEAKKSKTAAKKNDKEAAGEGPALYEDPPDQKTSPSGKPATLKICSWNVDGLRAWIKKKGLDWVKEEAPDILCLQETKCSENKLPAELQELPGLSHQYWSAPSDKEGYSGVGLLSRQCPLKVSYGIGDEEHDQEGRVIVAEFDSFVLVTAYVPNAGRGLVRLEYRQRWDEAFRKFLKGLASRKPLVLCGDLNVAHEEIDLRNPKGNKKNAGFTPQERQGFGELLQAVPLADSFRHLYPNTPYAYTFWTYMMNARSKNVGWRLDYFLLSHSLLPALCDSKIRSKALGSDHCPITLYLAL
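0.75 nM APE1 + cpd, 15 min RT; start w/ 50 nM TAMRA/BHQ-2 THF-abasic dsDNA; kinetic fluor 525/598 nm ×3 reads @60 s; Δ(read3−read1); normalized to DMSO and NSC13755 control wells.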
Pol beta inh: qHTS Assay for Inhibitors of DNA Polymerase Beta | P06746 | Pol beta primer extension/strand displacement, fluorescence kinetic | Potency, µM (doses to about 114 µM), without a hit: at the top dose activity change, negative = inhibition, usual class: inhibitors | 1.3% of 340,000 active | AID 485314, 2010; further: on the % scale 0 is the no-effect control and ±100 the full control effect
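Reaction started by 50 nM substrate onto compound-treated Pol beta (10 nM, 15 min preincubation, room temperature); plates read at 0 min and 10 min. Normalized concentration-effect data fitted by four-parameter Hill equation.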
G9a inh: qHTS Assay for Inhibitors of Histone Lysine Methyltransferase G9a | 8.8% of 350,000 active | Potency, µM (doses to about 102 µM), for the others: at the highest dose activity, negative = inhibition, most hits filed as inhibitors | G9a H3K9 monomethylation, AlphaScreen, 2 h; further: on the % scale 0 is the no-effect control and ±100 the full control effect; nearly all actives have a fitted effect of over 75% in size
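Quantitative HTS format: methyltransferase activity on a biotin-tagged H3K9 peptide is measured by AlphaScreen, using a rabbit anti-monomethyl-H3K9 antibody with streptavidin donor and anti-IgG acceptor beads. Final levels are 20 nM enzyme, 500 nM peptide, 20 uM SAM; 2 h RT.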
Pol kappa inh: qHTS for Inhibitors of Polymerase Kappa; DNA polymerase kappa (Homo sapiens), Q9UBT6; purified Pol kappa, fluorescent DNA synthesis assay, 10 min; Potency, µM (series often up to 107 µM), inactives show top-dose activity, negative = inhibition, actives largely listed as inhibitors; 0.53% of 400,000 active; AID 588579, 2011; further: on the % scale 0 is the no-effect control and ±100 the full control effect
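Readout: fluorescence, taken kinetically at 0 and 10 min. Conditions: 10 nM Pol kappa, 15 min RT compound preincubation, 50 nM substrate final. Controls: enzyme-free buffer wells.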
Pol eta inh: qHTS for Inhibitors of Polymerase Eta. 1.2% of 390,000 active. Potency, µM (top dose mostly 114 µM), inactives show top-dose activity change, negative = inhibition, most hits filed as inhibitors. recombinant Pol eta, fluorescent DNA replication assay; further: on the % scale 0 is the no-effect control and ±100 the full control effect
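Pol eta (10 nM) was preincubated with compounds for 15 min at room temperature, after which fluorescent replication substrate (50 nM final) was added to start the reaction. Fluorescence was read kinetically at 0 and 10 min.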
BLM inh: qHTS Assay for Inhibitors of Bloom's syndrome helicase (BLM). RecQ-like DNA helicase BLM (Homo sapiens), P54132. recombinant BLM DNA unwinding, fluorescence dequenching. Potency, µM (series often up to 56.1 µM), without a hit: at the top dose activity change, negative = inhibition, usual class: inhibitors. 0.2% of 350,000 active. AID 2528, 2010;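 further: plate controls were vehicle for no effect and no enzyme for full effect; nearly all actives have a fitted effect of over 35% in size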
JMJD2A Tudor inh: qHTS Assay for Inhibitors of JMJD2A-Tudor Domain. AlphaScreen JMJD2A-Tudor / H3K4me3 peptide binding. Lysine-specific demethylase 4A (Homo sapiens), O75164. Potency, µM (highest dose often 114 µM), for inactives: top-dose activity change, negative = inhibition, actives largely listed as inhibitors. 4.4% of 390,000 active; further: on the % scale 0 is the no-effect control and ±100 the full control effect; nearly all actives have a fitted effect of over 50% in size
POLI inh: qHTS for Inhibitors of Polymerase Iota. DNA polymerase iota (Homo sapiens), Q9UNA4. Pol iota fluorescent replication assay, 10 min. Potency, µM (top dose mostly 115 µM), for inactives: at the top dose activity, negative = inhibition, actives largely listed as inhibitors. 1% of 390,000 active. AID 588590, 2011
Target sequence (Q9UNA4 whole entry, looked up): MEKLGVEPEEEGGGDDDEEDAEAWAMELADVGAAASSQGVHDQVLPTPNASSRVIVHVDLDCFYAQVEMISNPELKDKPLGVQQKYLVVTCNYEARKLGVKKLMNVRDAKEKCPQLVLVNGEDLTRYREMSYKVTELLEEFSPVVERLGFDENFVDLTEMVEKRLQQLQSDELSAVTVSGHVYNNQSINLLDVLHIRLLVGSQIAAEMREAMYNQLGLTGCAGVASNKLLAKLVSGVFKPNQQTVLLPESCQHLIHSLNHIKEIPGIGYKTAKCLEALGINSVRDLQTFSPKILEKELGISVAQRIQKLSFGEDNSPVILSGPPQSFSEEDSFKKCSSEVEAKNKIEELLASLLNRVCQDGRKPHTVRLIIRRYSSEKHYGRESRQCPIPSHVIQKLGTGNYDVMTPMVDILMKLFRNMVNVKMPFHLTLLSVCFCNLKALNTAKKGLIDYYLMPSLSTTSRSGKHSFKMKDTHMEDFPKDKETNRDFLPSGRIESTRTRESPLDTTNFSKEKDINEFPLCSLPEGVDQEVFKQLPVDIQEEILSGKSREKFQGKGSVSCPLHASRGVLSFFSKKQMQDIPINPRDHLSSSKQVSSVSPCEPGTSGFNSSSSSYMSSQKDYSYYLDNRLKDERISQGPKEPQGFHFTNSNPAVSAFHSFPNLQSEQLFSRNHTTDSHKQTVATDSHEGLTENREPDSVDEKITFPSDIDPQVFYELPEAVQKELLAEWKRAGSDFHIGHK
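Pol iota at 10 nM preincubated 15 min with compounds at room temperature; reaction started with fluorescent substrate, 50 nM final. Fluorescence read kinetically at 0 and 10 min; buffer-only wells as negative control.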
BAZ2B inh: qHTS Assay for Inhibitors of BAZ2B; Potency, µM (highest dose often 114 µM), without a hit: top-dose activity change, negative = inhibition, actives largely listed as inhibitors; AlphaScreen BAZ2B-H3K14Ac peptide displacement; Bromodomain adjacent to zinc finger domain protein 2B (Homo sapiens), Q9UIF8; 4.4% of 360,000 active; further: on the % scale 0 is the no-effect control and ±100 the full control effect; nearly all actives have a fitted effect of over 60% in size
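AlphaScreen luminescence quantifies BAZ2B engagement of H3K14Ac peptide; the protein and biotinylated peptide are both at 50 nM final, buffer PBS pH 7.4 with 0.01% Tween-20, all steps at room temperature.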
Starred values were filed as active, the others as inactive; ? = inconclusive; . = no result given; [ ] = dose if it differs, or a comment. The call rests on the fitted dose curve; in most records, active means well fitted curve in the direction sought with a large enough effect; inconclusive means small, poorly fitted or top-dose-only effect, or another doubt; inactive means no such curve, though single readings can be large; an effect the other way counts as inactive or inconclusive. Potency means the concentration at half of the fitted maximal effect. Only part of the results is shown; count on the stated rates, not on these rows.

SMILES	APEX1 inh	Pol beta inh	G9a inh	Pol kappa inh	Pol eta inh	BLM inh	JMJD2A Tudor inh	POLI inh	BAZ2B inh
CCOC(=O)CN(C(=O)COc1nc(-c2ccccc2)cc(C)c1C#N)c1ccc(C)cc1	1%	-25%	.	-2%	-23%	-11%	-15%	25%	2%
c1ccc(CCn2nnc3ccccc32)cc1	-3%	15%	.	-6%	-14%	4%	-4%[11.4 µM]	4%	30%
CN(C)S(=O)(=O)c1ccc(Cl)c(NC(=O)COC(=O)CN2C(=O)NC(C)(C)C2=O)c1	-2%	53%	-11%	-3%	-12%	4%	-2%	130%[activator]	8%
COc1ccc(NC(=O)Nc2sc(NS(=O)(=O)c3ccccc3)nc2C)cc1	-10%	2%	50µM*	-2%	-13%	-7%	-24%	9%	-34%
COc1ccc(NC(=O)CN2CCN(S(=O)(=O)N(C)C)CC2)cc1	40%[activator]	9%	-6%	-22%	-11%	-6%	-13%	-20%	-20%
COC(=O)c1c(C(=O)OC)c(C)n(Cc2cccnc2)c1C	-3%	0%	7%[12.7 µM]	3%	16%	0%	-5%	19%	-2%
Cc1nc(C(=O)O)cc2c1[nH]c1ccccc12	-13%	.	12%[12.7 µM]	12%	-3%	.	79µM*	-15%	50µM*
Cc1nn(Cc2ccccc2)c2c1C(c1ccncc1)C(C#N)=C(N)O2 (stereo not given)	1%	3%	?	-3%	-6%	-2%	-10%	22%	17%
CCCc1nc2sc3c(c2c(=O)n1N)CCC3	-2%	29%	11%[59 µM]	-12%	-2%	-2%	-11%	-2%	13%
CN(C(=O)Nc1cnc2ccccc2c1)c1ccccc1	1%	19%	38%	3%	-17%	2%	-4%	72%[activator]	-17%
Cc1ccc(C(=O)Nc2ccc(S(=O)(=O)N3CCN(C)CC3)cc2)o1	2%	8%	-34%[59 µM]	-9%	-6%	2%	-9%	-1%	-19%
COc1ccc(C2c3ccc4ccccc4c3Oc3ncn(CCN(C)C)c(=N)c32)cc1 (stereo not given)	14%	22%	23%[2.33 µM]	7%	-18%	52%[activator]	-34%	14%	-23%
CCOc1ccc(OCC(=O)OC(C)C(=O)NC2CCCC2)cc1 (stereo not given)	20%	.	.	10%	-10%	.	4%	6%	.
CCNc1nc(NCC)nc(OCCOC(=O)Nc2ccccc2)n1	-2%	2%	14%	-8%	-12%	-2%	7%	125%[activator]	-1%
COc1cccc(Cn2c(=O)c(-c3cccs3)nc3cnc(N4CCNCC4)nc32)c1	2%	.	12%[0.501 µM]	-15%[60.1 µM]	.	-6%	.	.	.
Cc1nn(Cc2ccc(C(=O)NN)cc2)c(C)c1Cl	-2%	-5%	2%	-6%	-4%	-8%	-14%	-8%	-5%
CCC(Cc1ccccc1)NC(=O)C1=C(C)C(=O)OC12CCC(C)CC2 (stereo not given)	-1%	16%	4%	4%	-21%	-2%	-10%	21%	6%
COc1ccc(S(=O)(=O)N2CCC(C(=O)NCc3ccncc3)CC2)cc1Cl	61%	0%	5%	2%	2%	-4%	-9%	27%	3%
O=C(O)c1ccccc1C(=O)NCc1cccnc1	6%	13%	-40%	-9%	-15%	1%	-21%	16%	-5%
CCc1ccc(NC(=O)C2CCN(S(=O)(=O)c3ccc4[nH]c5c(c4c3)CCCCC5)CC2)cc1	.	24%	?	2%	-21%	-12%	?	7%	-15%
Cn1cnnc1Sc1ccc(C(=O)NCCC23CC4CC(CC(C4)C2)C3)cc1[N+](=O)[O-]	3%	-9%	-3%[59 µM]	-6%	-24%	-11%	?	-2%	?
CCN(C(=O)CSc1ccc2ccccc2n1)C1CCS(=O)(=O)C1 (stereo not given)	0%	23%	7%	8%	-8%	-2%	-9%	-18%	-3%
CC1(C)Cc2ccccc2C2CC(O)C(=O)N21 (stereo not given)	-3%	25%	22µM*	1%	-1%	1%	89µM*	14%	-30%
COc1cccc(N2CCN(c3ncc4c(n3)CCN(Cc3ccc(Br)cc3)C4)CC2)c1	.	35%	7%[12.7 µM]	-6%[60.1 µM]	-19%	-3%	56µM*	12%	22µM*
CCC1CCCCN1Cc1ccc(OC)c(OC)c1 (stereo not given)	5%	-1%	-2%	-2%	7%	2%	-17%	15%	5%
O=C(CSc1nncs1)NC(=O)NCc1ccccc1	5%	6%	4%[59 µM]	-6%	-3%	0%	-11%	-14%	0%
O=C(O)CCCc1c(-[n+]2ccccc2)[nH]c2ccccc12	-1%	0%	-30%	12%	2%	-2%	-6%	1%	-19%
O=C(Cn1c(=O)n(-c2ccc(F)cc2)c(=O)c2sc3ccccc3c21)NC1CCCC1	.	75%[activator]	-28%[59 µM]	-3%	1%	-3%	-23%	-2%	-9%
COc1ccc(OCC(NS(=O)(=O)c2ccc(-n3cnnn3)cc2)C(C)C)cc1 (stereo not given)	7%	24%	-6%	-6%	-11%	-7%	-20%	7%	-12%
COc1cc2c(cc1OC)CN(C(=O)CSc1nnc(C)s1)CC2	-5%	6%	-50%[12.7 µM]	-13%	4%	-6%	-12%	99%[activator]	0%

One compound at a time, as listed above.
COc1ccc(NC(=O)CN2CCN(S(=O)(=O)N(C)C)CC2)cc1 as listed: APEX1 inh = 40%[activator]; Pol beta inh = 9%; G9a inh = -6%; Pol kappa inh = -22%; Pol eta inh = -11%; BLM inh = -6%; JMJD2A Tudor inh = -13%; POLI inh = -20%; BAZ2B inh = -20%
CC1(C)Cc2ccccc2C2CC(O)C(=O)N21 (stereo not given) as listed: APEX1 inh = -3%; Pol beta inh = 25%; G9a inh = 22µM*; Pol kappa inh = 1%; Pol eta inh = -1%; BLM inh = 1%; JMJD2A Tudor inh = 89µM*; POLI inh = 14%; BAZ2B inh = -30%

Going on with the list:
SMILES	APEX1 inh	Pol beta inh	G9a inh	Pol kappa inh	Pol eta inh	BLM inh	JMJD2A Tudor inh	POLI inh	BAZ2B inh
CCN1CCN(C(c2cccc(OC)c2OC)c2nnnn2Cc2ccco2)CC1 (stereo not given)	-1%	-22%	-50%[12.7 µM]	0%	-11%	0%	?	67%[activator]	-29%
CCOc1ccc(S(=O)(=O)NCCC(=O)NCc2ccncc2)cc1	20%	.	12%[0.501 µM]	4%	?	.	-3%	32%[activator]	-5%
C=CCNC(=O)COC(=O)c1ccc(Cl)c(S(=O)(=O)N(Cc2ccccc2)c2ccccc2)c1	18%	14%	32µM*	-13%[60.1 µM]	-22%	0%	-23%	1%	3%
O=C(CN1CCN(C(=O)c2c(F)cccc2F)CC1)Nc1ccccc1C(F)(F)F	-9%	65%	19%	-3%	-9%	-5%	-5%	6%	3%
COC(=O)c1ccc(NC(=O)Nc2ccc([N+](=O)[O-])cc2)cc1	4%	-6%	.	-10%	-27%	-4%	-6%	10%	-1%
CCN(CC)S(=O)(=O)c1ccc(O)c(C(=O)OCC(=O)N2c3ccccc3CC2C)c1 (stereo not given)	3%	0%	10%[59 µM]	-2%	-15%	-8%	-15%	27%	0%
CC(C)(C)C(=O)NCCc1nc2ccccc2n1CC(=O)c1ccc(Cl)cc1	6%	0%	?	13%	-12%	-6%	-15%	6%	-2%
COC(=O)c1nnn(-c2nonc2N)c1CN1CCCC1	-3%	17%	16%	-17%	-6%	-11%	-10%	-15%	-4%
O=C(O)c1ccc(N2CCN(C(c3ccccc3)c3ccccc3)CC2)c([N+](=O)[O-])c1	16%	-21%	32µM*	-12%	-23%	-4%	?	93%[activator]	?
CCC(C)(C)NC(=O)C(c1ccc(F)cc1)N(Cc1cccs1)C(=O)c1cnccn1 (stereo not given)	7%	-25%	9%	-14%	-4%	2%	-9%	90%[activator]	-16%
COc1ccc2c3c([nH]c2c1)[C@H]1C[C@H]2[C@H](C[C@@H](O)[C@H](OC)[C@H]2C(=O)O)CN1CC3	2%	.	?	-4%	?	.	-30%	11%	2%
Cc1ccccc1C1NC(=O)c2ccccc2O1 (stereo not given)	28%	41%	4%	-15%	2%	-2%	-6%	3%	-16%
CC(C)Cn1c2c(c(O)c(C(=O)Nn3c(Cc4ccccc4)nc4ccccc4c3=O)c1=O)CCCC2	-1%	16%	9%	-4%	-2%	-10%	-17%	19%	-29%
CCc1ccc(-c2cc(C)no2)cc1S(=O)(=O)N1CCN(c2ccc(OC)cc2)CC1	44%	-8%	-17%	4%	-13%	-6%	?	63%[activator]	?
Cc1ccc(Nc2nc3ccccc3c(=O)[nH]2)cc1C	-3%	1%	-3%	1%	-6%	-5%	-6%	12%	4%

Filtered by structure, those above containing a furan ring, fused or not (2)
SMILES	APEX1 inh	Pol beta inh	G9a inh	Pol kappa inh	Pol eta inh	BLM inh	JMJD2A Tudor inh	POLI inh	BAZ2B inh
Cc1ccc(C(=O)Nc2ccc(S(=O)(=O)N3CCN(C)CC3)cc2)o1	2%	8%	-34%[59 µM]	-9%	-6%	2%	-9%	-1%	-19%
CCN1CCN(C(c2cccc(OC)c2OC)c2nnnn2Cc2ccco2)CC1 (stereo not given)	-1%	-22%	-50%[12.7 µM]	0%	-11%	0%	?	67%[activator]	-29%

Next entries:
SMILES	APEX1 inh	Pol beta inh	G9a inh	Pol kappa inh	Pol eta inh	BLM inh	JMJD2A Tudor inh	POLI inh	BAZ2B inh
Cc1ccc(S(=O)(=O)Nc2ccc(NC(=O)c3ccc(F)cc3)cc2)cc1	-10%	-2%	-34%	3%	-5%	-2%	-21%	-15%	.
CC(C)C(=O)N1CCC2(CC1)Oc1ccc(F)cc1C(=O)C21CC(c2ccc(Cl)cc2)=NO1 (stereo not given)	?	8%	0%[59 µM]	3%	-12%	-10%	-21%	?	-16%
COc1cccc(NC(=O)CCNC(=O)c2ccccc2Cl)c1	9%	3%	-9%	-3%	-16%	-3%	-4%	97%[activator]	18%
Cc1cccc(CSc2[nH]c(=O)ncc2C)c1	56%[activator]	20%	-5%	10%	4%	2%	-12%	7%	-25%
CCOc1ccc(C2C(C(=O)c3ccco3)=C(O)C(=O)N2Cc2cccnc2)cc1OC (stereo not given)	1%	4%	?	-1%	2%	0%	-23%	6%	?
